# From PubChem BioAssay
# HePTP inhibitor = inhibitors of human HePTP phosphatase; P35236; recombinant HePTP phosphatase activity, OD absorbance; inhibition, % at 20 µM; hit rate 0.64% among 110,000; in the data active = inhibition above about 50%;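 note: plate controls were vehicle for no effect and reference inhibitor for full effect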
# BAP1 block = human BAP1 deubiquitinase inhibition; activity remaining (% of control), % at 20 µM; hit rate 0.48% among 72,000; Q92560; recombinant BAP1, Ub-AMC hydrolysis fluorescence kinetic; stronger effect = lower value;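 active = activity remaining at or below 50% of control, provided the compound also passes the data quality filters; inactive = the rest, including low values that fail the filters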;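 note: 100% = DMSO wells rate and 0% = substrate alone blank rate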
# Target sequence (Q92560 whole entry, looked up): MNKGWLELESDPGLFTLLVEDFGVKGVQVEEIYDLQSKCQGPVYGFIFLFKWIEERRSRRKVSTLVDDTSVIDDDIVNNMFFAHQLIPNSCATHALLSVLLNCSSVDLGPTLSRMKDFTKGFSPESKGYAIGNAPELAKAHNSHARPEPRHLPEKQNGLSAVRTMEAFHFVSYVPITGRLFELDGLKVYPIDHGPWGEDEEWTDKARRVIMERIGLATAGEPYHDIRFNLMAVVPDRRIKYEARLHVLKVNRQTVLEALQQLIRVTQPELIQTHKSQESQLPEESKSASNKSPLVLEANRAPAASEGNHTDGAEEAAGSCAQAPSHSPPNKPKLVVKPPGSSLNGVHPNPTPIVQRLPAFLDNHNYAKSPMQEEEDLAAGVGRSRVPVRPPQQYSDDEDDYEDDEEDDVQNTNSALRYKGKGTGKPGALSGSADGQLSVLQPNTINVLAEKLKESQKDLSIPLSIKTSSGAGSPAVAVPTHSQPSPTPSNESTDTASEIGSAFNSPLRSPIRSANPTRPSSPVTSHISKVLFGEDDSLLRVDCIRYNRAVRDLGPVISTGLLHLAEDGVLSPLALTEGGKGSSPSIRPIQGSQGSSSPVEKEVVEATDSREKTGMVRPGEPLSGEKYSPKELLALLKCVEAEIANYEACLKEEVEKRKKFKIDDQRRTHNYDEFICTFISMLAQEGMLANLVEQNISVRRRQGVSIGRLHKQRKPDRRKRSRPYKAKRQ
# * hit, by the source's call; . = no result given; & = joins results of further samples.
# Sample of the layout (3 entries):
SMILES,HePTP inhibitor,BAP1 block
O=C1/C(=C\c2ccc(N3N=C(c4ccccc4)CC3c3ccccc3)cc2)SC(=S)N1C1CCS(=O)(=O)C1 (centres undefined),8,.
COc1ccc(C(=O)NCc2cn3ccsc3n2)cc1OC,7,100
CN1C(=O)/C(=C/c2ccc(C(=O)O)cc2)SC1=S,4,.

# Results, repeating the preview:
SMILES,HePTP inhibitor,BAP1 block
O=C1/C(=C\c2ccc(N3N=C(c4ccccc4)CC3c3ccccc3)cc2)SC(=S)N1C1CCS(=O)(=O)C1 (centres undefined),8,.
COc1ccc(C(=O)NCc2cn3ccsc3n2)cc1OC,7,100
CN1C(=O)/C(=C/c2ccc(C(=O)O)cc2)SC1=S,4,.
Clc1ccccc1-c1nn2c(-c3ccccn3)nnc2s1,4,124
Cc1oc(-c2ccc(Cl)cc2)[n+]([O-])c1C,5,87
Cc1[nH]n(-c2ccccc2)c(=O)c1C(c1ccc(C#N)cc1)c1c(C)[nH]n(-c2ccccc2)c1=O,.,91
CCN1C(=O)C(CC(=O)NCc2ccc(Cl)cc2)N(CC)C1=O (centres undefined),3,104
O=C(O)COc1ccc(/C=C2\C(=O)NC(=S)N(c3ccc(F)cc3)C2=O)cc1Br,5,.
COc1cc2c(cc1OC)-c1cc(NC3CCCCCC3)nc(=O)n1CC2,6,.
COc1ccc(C2C(=O)c3ccccc3C2=Nc2cccc(C(C)=O)c2)cc1 (centres undefined),-6,.
Cc1csc2nc(CSc3ccc(Cl)cc3)cn12,10,56
COc1ccc(N2Cc3cccc(C(=O)N4CCN(C(=O)c5ccco5)CC4)c3C2=O)cc1,24,64
COC(=O)C12CCC3(SCCS3)C(C(=O)OC)(CCC13SCCS3)C2,-4,.
O=C(Nn1cnnc1)c1ccccc1-c1ccccc1,-1,77
CCc1ccc(OCC(=O)Nc2cccc(OC)c2)cc1,9,.
CC(=O)Oc1cc2ccccc2cc1O,-1,.
CCCCOC(=O)Nc1ccc(S(=O)(=O)Nc2nc(C)cc(C)n2)cc1,3,141
O=C(CCn1cccc1)NCCc1ccc(Cl)cc1,3,88
CC(=O)Nc1cccc(Oc2nc(C)cc(C)c2C#N)c1,11,98
CC(C)Cn1cc(I)c(=O)n(CC(C)C)c1=O,-4,.
O=C(CN1CCN(CCC(=O)Nc2ccccc2F)CC1)Nc1ccc(Cl)cc1,11,100
CCN=C1S/C(=C\c2ccc(I)o2)C(=O)N1CC,-8,.
CCOC(=O)C(=O)Nc1sc2c(c1C(=O)OCC)CC(C)(C)OC2,4,.
CCOC(=O)c1c(CC(C)C)csc1N1C(=O)c2cccc([N+](=O)[O-])c2C1=O,7,.
O=C(NC1CCCC1)C(c1ccccn1)N(C(=O)c1csnn1)C1CC1 (centres undefined),-2,95
# Next entries
SMILES,HePTP inhibitor,BAP1 block
O=c1c2ccccc2nc(/C=C/c2ccc([N+](=O)[O-])cc2)n1Cc1ccccc1,-1,.
CCOC(=O)C1=C(c2ccccc2)N(C)C(=O)NC1c1ccc2c(c1)OCO2 (centres undefined),-20,.
CCOc1ccccc1N(CC(=O)Nc1ccc(C)cc1)S(C)(=O)=O,10,76
O/N=C/c1ccc(OCC(O)Cn2c3ccccc3c3ccccc32)cc1 (centres undefined),-15,.
CCOC(=O)c1[nH]c(C)c(C(=O)N(C)Cc2ccccc2)c1C,2,93
COc1ccc(N2CCN(C(=O)Cc3nn(C)c(=O)c4ccccc34)CC2)cc1,4,80
CC(C)(C)c1cc(Cl)c(O)c(N=Cc2ccccc2O)c1,.,133
O=C(Nc1ccccc1C(=O)Nc1ccccn1)c1ccccc1F,-5,.
O=C(Nc1nnc(COc2ccccc2)s1)c1ccco1,0,91
Cc1ccc([N+](=O)[O-])cc1NC(=O)c1ccc(I)cc1,-6,.
Cc1cc(C)n(-c2ccc(C(=O)OCn3nnc4ccccc4c3=O)cc2)n1,-11,100
N#Cc1nc(COc2ccc(Br)cc2)oc1NCCCn1ccnc1,5,104
CCCc1cc(C(=O)Nc2cc(C)nn2-c2ccccc2)no1,7,88
CCOc1cc(C2CC(=O)NC(C)=C2C(=O)OC)cc(Br)c1OC (centres undefined),0,.
Cc1nc(NC(C)c2ccccc2)c2oc3ccccc3c2n1 (centres undefined),7,82
COc1ccc(Nc2nccc3c2nnn3C)cc1,7,79
Cc1sc(-c2c(C#N)c(N)nc3c2CCCCC3)cc1Br,13,.
CCOC(=O)N1CC=C2C(C#N)=C(N)C(C#N)(C#N)[C@H](c3ccccc3OCC)[C@H]2C1,4,99
CN1CCN(C2=C(Cl)C(=O)N(c3cccc(Cl)c3)C2=O)CC1,16&7,70
CCSC1=C(C#N)C(c2ccccc2OC)CC(=O)N1 (centres undefined),-1,101
CC1(C)Cc2noc(N)c2C(C)(C)N1OC(=O)c1scc2c1OCCO2,1,109
O=C(NCc1cccnc1)c1cccc(C(F)(F)F)c1,2,57
COc1ccc(C(=O)/C=C/Nc2ccc(Br)c(Cl)c2)cc1,-2,.
Cc1cc(=O)[nH]c(SCC(=O)Nc2ccccc2F)n1,-13,138
O=C(Cn1[nH]c(=O)c2ccccc2c1=O)Nc1cccc(-c2nnc3n2CCCCC3)c1,-2,100
# (listing goes on)
SMILES,HePTP inhibitor,BAP1 block
N#CC(C#SN)=C1CCCCC1,4,97
N#CCn1c(C2CCCCC2)nc2ccccc2c1=O,-3,.
Cc1ccc2oc(-c3ccc(NC(=O)CC(C)C)cc3)nc2c1,2,64
CNC(=O)CCC(=O)Nc1ccc(C(=O)OC)cc1,-14,63
Cc1cnc(NC(=O)CN2CCN(c3ccccn3)CC2)s1,7,79
OC(COc1c(Cl)cc(Cl)cc1Cl)CN1CCCCC1 (centres undefined),-4,93
O=C(Nc1ccc2c(c1)C(=O)N(C1CCCCC1)C2=O)C1CCCO1 (centres undefined),-1,118
Cc1cccc(C)c1OCC(=O)N/N=C/c1ccc(O)c([N+](=O)[O-])c1,-23,.
Cc1nn(-c2ccccc2)c2c1C(c1c(O)ccc3ccccc13)C(C#N)=C(N)O2 (centres undefined),10,.
O=C(CC1(O)C(=O)N(Cc2ccccc2)c2ccccc21)c1cccs1 (centres undefined),-13,.
O=C(O)C1CCCCC1C(=O)OCCCCOC(=O)C1CCCCC1C(=O)O (centres undefined),4,100
Cc1ccc(C(=O)N/C(=C\c2cccs2)C(=O)N2CCCC2)cc1,6,.
O=C(O)/C=C/C(O)c1ccc(Cl)cc1 (centres undefined),.,98
CCn1c(SCC(=O)c2cccs2)nnc1-c1ccco1,8,105
O=C(CSc1nc2ccccc2[nH]1)Nc1ccc2c(c1)oc1ccccc12,5,.
CCOC(=O)c1ccc(Cn2cnc3ccccc3c2=O)cc1,5,55
CC1(C)CC(=O)C2=C(C1)Nc1[nH]n(-c3ccccc3)c(=O)c1C2c1ccc2c(c1)OCO2 (centres undefined),2,81
CCOc1ccccc1NC(=O)COc1ccccc1Cl,-6,.
Cc1ccc(N2C(=O)NC(=O)/C(=C\c3ccc(OCc4ccc(C(=O)O)cc4)cc3)C2=O)cc1,5,.
COc1cc(NS(=O)(=O)c2ccc(NC(=O)COc3ccccc3C)cc2)nc(OC)n1,-12,90
Cc1ccc(Cl)cc1NC(=O)C(=O)NCCO,11,.
Cn1ccnc1SC(=O)N1c2ccccc2Sc2ccccc21,4,.
CCCCn1c(SCC(=O)N2CCC(C(=O)OCC)CC2)nc2cc(S(N)(=O)=O)ccc21,-17,.
Cc1ccc(Cl)c(OCC(O)Cn2c(C)nc3ccccc32)c1 (centres undefined),7,.
COc1ccc(CC(=O)OCC(=O)Nc2c(C)n(C)n(-c3ccccc3)c2=O)cc1,0,.

# Part of the list above, with the structure last.
HePTP inhibitor | BAP1 block | Molecule
2 | 93 | CCOC(=O)c1[nH]c(C)c(C(=O)N(C)Cc2ccccc2)c1C
4 | 80 | COc1ccc(N2CCN(C(=O)Cc3nn(C)c(=O)c4ccccc34)CC2)cc1

# Going on with the list:
SMILES,HePTP inhibitor,BAP1 block
O=C(CSc1nc2c(sc3ccccc32)c(=O)n1Cc1ccco1)NCC1CCCO1 (centres undefined),8,78
Cc1cc2cc(CNC(=O)CC(C)C)ccc2n1C,.,112
COc1ccc(CN(C)C(=O)c2cccc(C(=O)N(C)Cc3ccc(OC)cc3)c2)cc1,8,.
Cc1ccccc1C(=O)NC1CC(C)(C)NC(C)(C)C1,6,90
C=CCn1c(=N)c(C(=O)NCCCOC)cc2c(=O)n3cc(C)ccc3nc21,2,113
Cc1c(OCC(=O)c2ccc(F)cc2)ccc2c3c(c(=O)oc12)CCCC3,16,.
COC(=O)c1cc(OC)c(OC)cc1NC(=O)C1CCC(=O)N1S(=O)(=O)c1ccc(C)cc1 (centres undefined),-11,81
c1ccc2c(-n3cccn3)cccc2c1,9,107
Cc1oc(-c2ccc(Cl)cc2)nc1CN1CCC(C(=O)NCc2cccnc2)CC1,-10,85
CC(C)CCNS(=O)(=O)c1ccc([N+](=O)[O-])cc1,-4,.
CC1=CC(C)C2COC(c3ccc4c(c3)OCO4)C1C2C (centres undefined),-19,.
COc1ccc(C(=O)CN2CCN(CCN3C(=O)c4cccc5cccc(c45)C3=O)CC2)cc1,-2,.
O=c1nc(-c2ccc(Cl)cc2)c2cc(Cl)ccc2[nH]1,-12,.
CC1=C(C(=O)OCCc2ccccc2)C(c2ccccc2OCc2ccccc2)NC(=O)N1 (centres undefined),.,82
COc1nnc(OC)c2ccccc12,7,103
O=C(O)c1cccc2c(Br)ccc(C(=O)O)c12,-16,.
COc1cccc(OC)c1OCCCCN1CCCC1,10,96
COc1ccc(CCNC(=O)c2sc3ccccc3c2Cl)cc1,.,68
O=C(C1CCC(=O)N1Cc1cccnc1)N1CCN(c2ccc(F)cc2)CC1 (centres undefined),2,93
COc1cccc(Cn2c(=S)[nH]c3ccc(N4CCOCC4)cc3c2=O)c1,9,109
CCCS(=O)(=O)NCCc1cc2c(OC)ccc(OC)c2[nH]c1=O,9,108
COc1ccc(C2/C(=C(\O)c3ccccc3)C(=O)C(=O)N2c2cccnc2)cc1OC (centres undefined),5,.
CCN(CC)S(=O)(=O)c1cccc(-c2nnc(SCC(=O)c3cc(C)n(C)c3C)o2)c1,0,78
Cc1cc(NC(=O)CCCC(=O)N(CC(=O)NC2CCCCC2)c2ccccc2)no1,5,102
NC(=O)c1ccccc1NC(=O)c1cc2ccccc2o1,-2,.
# Next section
SMILES,HePTP inhibitor,BAP1 block
O=C(Nc1nc2ccccc2n1CCN1CCCCC1)c1ccco1,9,88
CCOc1ccc2cc(S(=O)(=O)NCC3CCCO3)ccc2c1 (centres undefined),0,.
CCC(=O)Nc1ccc(C(=O)Cn2nc(C(=O)O)c3ccccc3c2=O)cc1,5,.
O=C1NC(=S)S/C1=C/c1cccn1-c1cccc([N+](=O)[O-])c1,46,.
Cc1ccc(N2CC(C(=O)NCC(C)C)CC2=O)cc1 (centres undefined),-3,.
CCOC(=O)C1=C(O)/C(=C/c2ccc(Cl)c(Cl)c2)SC1=Nc1ccc([N+](=O)[O-])cc1,10,.
CCOc1cccc(C(=O)Nc2ccc(C)cc2[N+](=O)[O-])c1,5,.
Cc1cn(CO)c(=O)n(CO)c1=O,.,77
O=C(NC12CC3CC(CC(C3)C1)C2)c1cncc(O)c1,8&6,96
C=CCOc1ccc(/C=C2\SC(=S)N(c3ccc([N+](=O)[O-])cc3)C2=O)cc1OC,3,.
COCCn1nnnc1C(c1cc2c(C)cc(C)cc2[nH]c1=O)N1CCCCCC1 (centres undefined),7,81
COc1cc([N+](=O)[O-])ccc1-c1ccc(/C=C2\C(=O)N(c3cccc(C(=O)O)c3)N=C2C)o1,2,.
COc1ccc(Cl)cc1NC(=O)CSc1nnc(-c2ccncc2)n1CC1CCCO1 (centres undefined),2,103
Cc1ccn(S(=O)(=O)c2ccc(C(C)(C)C)cc2)n1,-6,52
CSC1=NC(c2ccccc2)C(C(=O)Nc2ccccc2)=C(C)N1 (centres undefined),-13,.
Cc1ccc(Oc2ccccc2[N+](=O)[O-])cc1,.,72
Cc1cc(Cl)ccc1OC(C)C(=O)NCc1ccco1 (centres undefined),3,.
O=C(Nc1ccccc1-c1nnn(CC(=O)N2CCCc3ccccc32)n1)c1ccco1,-5,74
CCOc1ccccc1C(=O)Nc1ccc(F)c(Cl)c1,4,.

# A few values from the list:
# Value for `CCOC(=O)C1=C(O)/C(=C/c2ccc(Cl)c(Cl)c2)SC1=Nc1ccc([N+](=O)[O-])cc1` in HePTP inhibitor: 10
# Value for `Cc1ccc(N2CC(C(=O)NCC(C)C)CC2=O)cc1` (centres undefined) in HePTP inhibitor: -3
# Value for `CCOc1ccccc1C(=O)Nc1ccc(F)c(Cl)c1` in HePTP inhibitor: 4
# Value for `Cc1cc(Cl)ccc1OC(C)C(=O)NCc1ccco1` (centres undefined) in HePTP inhibitor: 3

# Complete entries as entered above. Order of values: HePTP inhibitor | BAP1 block
# COCCn1nnnc1C(c1cc2c(C)cc(C)cc2[nH]c1=O)N1CCCCCC1 (centres undefined) in the list: 7 | 81
# CCC(=O)Nc1ccc(C(=O)Cn2nc(C(=O)O)c3ccccc3c2=O)cc1 in the list: 5 | .
# Cc1ccc(Oc2ccccc2[N+](=O)[O-])cc1 in the list: . | 72
# CCOc1ccccc1C(=O)Nc1ccc(F)c(Cl)c1 in the list: 4 | .
# CSC1=NC(c2ccccc2)C(C(=O)Nc2ccccc2)=C(C)N1 (centres undefined) in the list: -13 | .
